Screening data: PubChem, Sanford-Burnham Center for Chemical Genomics
Jurkat NFkB inh: inhibitors of the PMA/ionomycin-induced NF-kB reporter in Jurkat cells | inhibition, % at 4 µM | PMA/ionomycin-induced NF-kB luciferase reporter, luminescence | AID 435003 | 330,000 compounds, 0.53% hits; in the data active = inhibition above about 50%
Gli-Sufu block: antagonists of Gli-Sufu signaling | inhibition, % at 5 µM | Sufu-KO-LIGHT fibroblasts, Gli luciferase reporter luminescence | 340,000 compounds, 0.74% hits | AID 588413;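 active = inhibition above about 55%, limit read from the data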;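 note: 0% = DMSO-treated cells and 100% = wells with medium but no cells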
UBC13 inh: blocks human UBC13 polyubiquitin chain formation; P61088; TR-FRET; inhibition, % at 20 µM; 330,000 compounds, 0.47% hits; AID 485273; in the data active = inhibition above about 45%, passing the limit was not always enough; inconclusive = no clear call, values can overlap the other calls
EBI2 antag: antagonists of human EBI2 receptor. inhibition, % at 5 µM. 360,000 compounds, 0.81% hits. P32249. EBI2 beta-arrestin recruitment, luminescence, 7a,25-OHC stimulated; in the data active = inhibition above about 38%;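 note: enzyme fragment complementation signal reports receptor beta-arrestin coupling in cells; 0% = agonist plus DMSO wells and 100% = wells without agonist; some results beyond the cut were filed as inactive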
Target sequence (P32249 whole entry, looked up, the tested form may be a part): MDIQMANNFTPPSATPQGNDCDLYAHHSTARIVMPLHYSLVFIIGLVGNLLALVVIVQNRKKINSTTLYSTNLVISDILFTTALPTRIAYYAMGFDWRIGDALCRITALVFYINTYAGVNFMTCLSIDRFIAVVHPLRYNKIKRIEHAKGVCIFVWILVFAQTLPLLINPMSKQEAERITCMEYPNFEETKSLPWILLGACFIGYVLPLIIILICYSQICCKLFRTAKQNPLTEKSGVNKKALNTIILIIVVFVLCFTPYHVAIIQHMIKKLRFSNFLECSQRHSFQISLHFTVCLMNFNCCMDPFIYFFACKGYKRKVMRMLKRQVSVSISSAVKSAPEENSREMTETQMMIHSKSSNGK
697 NFkB inh: inhibitors of the PMA/ionomycin-induced NF-kB reporter in 697 B cells. 697 B-cell NF-kB luciferase reporter, 16 h. inhibition, % at 4 µM. 330,000 compounds, 0.33% hits. AID 435022; in the data active = inhibition above about 35%
APJ antagonist: blocks the human apelin receptor APJ; P35414; AID 2521; 330,000 compounds, 0.32% hits; CHO-K1 APJ beta-arrestin complementation, luminescence; inhibition, % at 20 µM;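 active = inhibition above about 40% at 20 µM, limit read from the data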;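 note: cells challenged with 10 nM apelin-13 agonist together with compound; plate controls were apelin-13 plus DMSO wells for no effect and DMSO wells lacking apelin-13 for full effect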
CCR6 antagonist: antagonists of human CCR6 receptor; P51684; CHO-K1 CCR6 PathHunter beta-arrestin, luminescence, CCL20-stimulated; inhibition, % at 20 µM; 340,000 compounds, 0.49% hits;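 active = compounds whose inhibition of the agonist-driven luminescence signal at 20 µM reaches about 50%, limit read from the data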;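 note: cells stimulated with CCL20 at 14 nM final; plate controls were DMSO with CCL20 for no effect and DMSO without agonist for full effect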
Target sequence (P51684 whole entry, looked up): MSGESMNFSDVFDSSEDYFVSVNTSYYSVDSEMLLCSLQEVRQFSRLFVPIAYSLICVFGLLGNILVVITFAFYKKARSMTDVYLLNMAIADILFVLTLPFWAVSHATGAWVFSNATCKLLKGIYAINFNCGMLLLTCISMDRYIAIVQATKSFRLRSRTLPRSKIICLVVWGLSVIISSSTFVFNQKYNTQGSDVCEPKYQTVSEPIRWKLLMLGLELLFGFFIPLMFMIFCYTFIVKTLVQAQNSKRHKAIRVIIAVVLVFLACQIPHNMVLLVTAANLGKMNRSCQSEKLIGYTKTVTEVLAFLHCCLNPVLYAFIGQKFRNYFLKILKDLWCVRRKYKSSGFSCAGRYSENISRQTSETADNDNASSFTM
CXCR6 block: blocks human CXCR6 beta-arrestin recruitment; O00574; CHO-K1 PathHunter CXCR6 beta-arrestin, luminescence; inhibition, % at 20 µM; 360,000 compounds, 0.36% hits; AID 602244; in the data active = inhibition above about 34%, passing the limit was not always enough;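 note: antagonist mode with CXCL16 agonist at 10 nM final; 0% = 10 nM CXCL16 with DMSO and 100% = unstimulated wells without agonist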
Target sequence (O00574 whole entry, looked up): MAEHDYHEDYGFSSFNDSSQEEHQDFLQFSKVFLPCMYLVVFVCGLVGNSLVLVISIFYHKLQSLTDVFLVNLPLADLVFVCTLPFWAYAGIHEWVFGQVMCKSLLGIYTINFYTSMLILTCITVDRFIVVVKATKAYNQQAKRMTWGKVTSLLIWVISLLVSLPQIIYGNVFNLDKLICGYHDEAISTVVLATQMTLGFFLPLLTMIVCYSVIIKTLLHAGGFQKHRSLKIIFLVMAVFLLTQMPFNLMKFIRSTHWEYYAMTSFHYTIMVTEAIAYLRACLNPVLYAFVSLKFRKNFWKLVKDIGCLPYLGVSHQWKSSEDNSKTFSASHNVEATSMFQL
The depositor's hits bear a star; u = inconclusive; x = no result given.

SMILES	Jurkat NFkB inh	Gli-Sufu block	UBC13 inh	EBI2 antag	697 NFkB inh	APJ antagonist	CCR6 antagonist	CXCR6 block
CCOC(=O)c1ccc(N/N=C/c2cc(Br)cc([N+](=O)[O-])c2O)cc1	9	0	-16	21	17	19	60*	52*
Cc1nnc(SCC(=O)Nc2ccccc2)n1CCc1ccccc1	17	1	7	3	9	7	4	-1
CC(O)c1nc2ccccc2n1C(C)c1ccccc1 (stereo unspecified)	3	-8	0	-3	-11	12	9	11
COc1ccc(-c2nn3c(=O)c(C)nnc3s2)cc1	8	5	4	-9	-7	2	0	-6
COc1ccc(NC(=O)C2CC(=O)n3cnnc3S2)cc1 (stereo unspecified)	3	5	5	-10	19	7	12	-4
O=C(COC(=O)c1ccccc1F)c1ccc(-n2nncc2-c2ccco2)cc1	-4	-8	2	23	23	41*	35	24
O=C(COC(=O)CCN1C(=O)c2ccccc2C1=O)Nc1ccccc1[N+](=O)[O-]	12	-6	1	-1	20	5	5	4
O=C(CN1C(=O)CSc2ccc(S(=O)(=O)N3CCCCC3)cc21)NCc1ccccc1	-10	13	-5	1	5	10	25	8
CC1(C)Cc2c(C#N)c(NCc3ccco3)nc(-c3ccco3)c2CO1	3	7	-14	-2	0	-3	-3	-4
O=C(CCC1COc2ccccc2O1)Nc1cccnc1 (stereo unspecified)	-2	1	9	0	8	-10	1	4
Cc1nc(SCc2ccccc2F)c2oc3ccccc3c2n1	2	1	-8	4	-12	16	15	4
Cc1onc(-c2ccc(Cl)cc2Cl)c1-c1csc(N/N=C/c2ccccc2Cl)n1	16	1	0	2	-21	-5	16	3
CC(C)N(Cc1ccccc1)C(=S)NC1CCCCC1	-12	4	-4	18	-1	-17	23	-2
Cc1c(C)n(Cc2ccc(Cl)cc2)c2ccc(C(=O)NCCN3CCOCC3)cc12	4	-19	23	-1	-16	0	18	9
COc1ccccc1CNC(=O)Cn1cnc2ccccc2c1=O	-5	2	-3	-5	11	-13	2	-2
Cc1cc(C)c(S(=O)(=O)n2cnc3ccccc32)c(C)c1	3	3	-5	0	6	12	-5	-5
CCCOC(=O)/C(C)=N\NC(=O)c1ccco1	-5	3	-2	1	-13	-21	-4	-4
CCOc1ccc(S(=O)(=O)n2ccc(C)n2)cc1	10	21	-2	-10	7	-4	4	-4
CCOc1cc(/C=N/NC(=O)c2ccc(-c3csc(Nc4ccc(C)cc4)n3)cc2)ccc1OCC(=O)O	x	-96	x	19	x	x	47	8
Cc1ccc(CNC(=O)C2CCC(=O)N(CCCN3CCOCC3)C2)cc1 (stereo unspecified)	-14	-12	-4	-7	10	1	0	5
Cc1ccc(NC(=O)c2ccc3c(c2)C(=O)N(Cc2cccnc2)C3=O)c(C)c1	-9	4	-5	3	14	-2	4	-3
CCOC(=O)c1ccc(NS(=O)(=O)c2ccc(-c3coc(C)n3)cc2)cc1	6	-8	-1	6	-35	16	10	-1
O=C(CSCc1ccc(F)cc1)N1CCOCC1	-15	-22	-12	-11	-9	-8	5	-6
CCOc1ccc(N2CC(C(=O)NCc3ccc(F)cc3)CC2=O)cc1 (stereo unspecified)	-4	0	2	12	19	-17	4	-5
Cc1ccc(CO/N=C/C2=C(Cl)c3ccccc3CC2)cc1	-1	-7	-4	15	5	17	9	-10
Cc1cc(C)c(-n2[nH]nnc2=S)c(C)c1	-19	-2	-5	1	-26	10	-2	8
CN(C)c1ccc(C=C(c2nnnn2-c2ccccc2)c2nnnn2-c2ccccc2)cc1	21	10	-6	6	1	5	1	6
COc1ccc2nc(Cl)cc(Cl)c2c1	5	-2	0	2	-2	4	-5	9
CC12CCC(C(=O)N(CCCN3CCN(Cc4ccccc4)CC3)C1=O)C2(C)C (stereo unspecified)	-21	12	15	4	5	8	14	2
CC(=O)Nc1ccc(S(=O)(=O)NC2CC(=O)N(c3ccc4c(c3)OCCO4)C2)cc1 (stereo unspecified)	5	3	3	-2	12	2	-3	2
Cc1c(CN(C)C(=O)c2ccc(Br)o2)cnn1C	10	-2	-12	3	12	4	-5	0
O=C(CCc1ccccc1)N=C1SC2CS(=O)(=O)CC2N1c1ccc(F)cc1 (stereo unspecified)	12	7	-5	10	-5	-13	-2	-1
CN(C)c1ccc(/C=N/OC(=O)Nc2ccccc2Cl)cc1	-12	-1	-13	1	0	-26	-6	-13
Cc1nc2ccc(Br)cc2c(-c2ccccc2)c1C(=O)O	8	26	u	1	8	24	-1	0
COc1ccc2c(CC(=O)Nc3ccc(OC)c(NS(=O)(=O)c4ccc(F)cc4)c3)coc2c1	2	4	8	-1	17	-22	5	-6
Cc1ccc(C#N)c(SCc2ccccc2F)n1	11	1	5	10	11	3	7	-7

Copied from the list:
Gli-Sufu block with `Cc1c(CN(C)C(=O)c2ccc(Br)o2)cnn1C` : -2
APJ antagonist with `O=C(CCc1ccccc1)N=C1SC2CS(=O)(=O)CC2N1c1ccc(F)cc1` (stereo unspecified) : -13

Next part
SMILES	Jurkat NFkB inh	Gli-Sufu block	UBC13 inh	EBI2 antag	697 NFkB inh	APJ antagonist	CCR6 antagonist	CXCR6 block
O=C(NCc1cccc2[nH]ccc12)C1CCC(=O)N(CCc2ccc(Cl)cc2)C1 (stereo unspecified)	5	-5	-10	43	8	-18	-13	-7
CN(Cc1nc(CC2CC2)no1)CC12CC3CC(CC(C3)C1)C2	-7	29	7	-2	2	18	15	-9
Cn1c(=O)[nH]c(=O)c2c1nc(SCC(=O)O)n2CCOc1ccccc1	9	14	6	-4	8	4	10	-9
S=c1[nH]c(-c2ccccc2)cn1-c1ccccc1	-21	-24	1	-7	-29	-2	4	5
CCN(CC)S(=O)(=O)c1ccc(N2CCc3ccccc3C2)nc1	-3	9	-2	-5	-24	14	10	9
COc1ccc(N2CCN(C(=O)CN(CCc3ccccc3)S(C)(=O)=O)CC2)cc1	-9	9	-2	-3	-19	8	6	-1
COc1ccc(S(N)(=O)=O)cc1C(=O)OCC1CCCCC1	-6	-4	4	-2	3	1	11	1
O=C(CN1C(=O)NC2(CCCC2)C1=O)OCc1cc(=O)n2cc(Br)ccc2n1	3	-5	1	-3	8	-3	3	-4
Cc1nc(N2CCN(Cc3nc4ccccc4[nH]3)CC2)c2oc3ccccc3c2n1	6	-1	6	10	14	17	-14	-1
C=CCNS(=O)(=O)c1ccc(OC)c(C)c1	11	-9	0	-7	0	7	8	-8
CCOC(=O)C1=C(O)/C(=C\c2cc(C)n(-c3ccc(F)cc3)c2C)N=C1C	-8	1	-6	-9	11	8	14	-6
CCN(CC(=O)Nc1ccc(NC(C)=O)cc1)S(=O)(=O)/C=C/c1ccccc1	8	-10	-10	-1	2	3	7	1
N/C(=N\N=C/c1ccc(F)cc1)N/N=C\c1ccc(F)cc1	-13	24	12	-7	-6	3	-3	-20
Cc1c(Cl)cccc1NC(=O)CNC(=O)c1ccccc1F	-1	-1	0	-13	3	-3	8	-8
COc1ccc(NC(=O)COC(=O)Cc2c(F)cccc2Cl)cc1OC	-6	3	4	13	-8	4	-6	-8
CN(C(=O)c1ccc(Br)cc1)C1CCS(=O)(=O)C1 (stereo unspecified)	0	-6	-1	-2	14	3	-3	7
COc1ccc(OC)c(S(=O)(=O)N2CCCC(C(=O)N3CCCC3)C2)c1 (stereo unspecified)	9	6	-1	4	7	6	8	-3
O=C(COC(=O)CNC(=O)c1ccc(Cl)cc1Cl)NC(=O)NC1CCCCC1	13	-15	-1	-10	10	19	-4	-5
O=C(NC(=S)NNC(=O)c1cccs1)c1ccco1	0	0	2	-1	17	25	24	2
O=C1CCC([N+](=O)[O-])C(C2CC=CCC2)N1 (stereo unspecified)	3	2	-9	6	-15	-29	-10	-10
C=CCOC(=O)C1=C[C@@H](c2ccc(Br)cc2)[C@H](CCCO)[C@@H](OCC)O1	-11	-8	-12	-2	13	-9	19	4
CC(C)CCNc1nc2c(c(=O)[nH]c(=O)n2C)n1CC(O)COC(C)C (stereo unspecified)	3	6	-2	-6	0	14	0	6
COc1ccc(C(=O)Nc2ccccc2C(=O)N/N=C/c2cccc3ccccc23)cc1	-50	-120	-13	-8	-351	5	-3	-10
CCN(Cc1ccccc1)Cc1c(C)[nH]c2c(C)c(C)ccc2c1=O	-10	-10	-2	-4	-33	11	6	1
COc1ccc(CN(C2CCCC2)S(=O)(=O)c2ccc(-n3cnnn3)c(OC)c2)cc1OC	2	8	-2	16	-18	12	20	-2
C[C@]12c3[nH]c4ccc(Cl)cc4c3CCN1C(=O)[C@@H](CC(=O)NCc1ccco1)C[C@@H]2C(=O)N1CCCCC1	x	8	x	11	4	x	15	4
O=C(CSc1ncccn1)N1CCC(Cc2ccccc2)CC1	1	3	4	-12	1	-2	-2	-7
Cc1ccc(-c2nn(-c3ccccc3)cc2C(=O)N2CCOCC2)cc1	4	3	6	-1	11	13	8	1
COc1cc(/C=C2\C(=N)N3N=C(S(C)(=O)=O)SC3=NC2=O)ccc1OS(=O)(=O)c1ccccc1	-4	x	-19	x	-15	20	x	x
CCOc1ccc(Nc2ncnc3c2cnn3C)cc1	-5	-7	7	-4	-3	11	-4	-6
Cc1ccsc1C1C(C#N)=C(N)OC2=C1C(=O)CC(C)C2 (stereo unspecified)	10	2	-6	-10	-7	-22	3	-4
CCc1ccccc1NC1c2ccccc2C(=O)N1c1cc(C)ccn1 (stereo unspecified)	-9	0	-3	-2	-19	17	14	8
O=C(Nc1ccc2c(c1)OCO2)c1ccc2nc[nH]c2c1	-104	-1	-13	-4	-103	-6	21	-6
CC1CCC/C(=N\NC(=O)c2ccncc2)C1 (stereo unspecified)	-12	-10	-3	-8	-2	1	-8	-5
Cc1ccc(-c2nn(-c3ccc(F)cc3)cc2C(=O)NCC2CCCO2)cc1 (stereo unspecified)	-3	-8	0	-5	-8	-13	11	1
COc1ccc(/C=N/Nc2nc(=O)[nH]nc2C)cc1[N+](=O)[O-]	-1	-6	-45	-7	-2	9	7	-2
COc1cc(Cl)cc2c1Sc1ccccc1/C2=C/CCN(C)C	10	11	22	1	-8	9	11	-2
Cc1nnc(-n2cnc3ccccc32)c2ccccc12	-1	-1	0	-3	6	3	-13	-3
S=c1[nH]nc(CSc2nc3ccccc3s2)o1	2	2	-4	-5	15	2	-3	5
CCOCCn1c(SC(C)C(C)=O)nc2c1c(=O)[nH]c(=O)n2C (stereo unspecified)	6	-1	-6	-6	-13	-5	8	-2
Cc1nccn1S(=O)(=O)c1ccc(Br)cc1Br	x	5	x	4	x	x	-3	-2
NCc1cccc(CNc2ccc([N+](=O)[O-])cc2C(N)=O)c1	18	-17	-16	-10	0	-29	4	-8
Cc1noc(NS(=O)(=O)c2ccc(N/C=C/C(=O)c3ccc4c(c3)OCO4)cc2)c1C	-1	-4	-4	-3	-8	-24	7	-6
CCOC(=O)N1CCC(N2Cc3cccc(C(=O)N4CC(C)CC(C)C4)c3C2=O)CC1 (stereo unspecified)	17	-3	-1	-8	13	-1	6	-3
CCN(CC(=O)Nc1ccc(NC(C)=O)cc1)C(=O)C1COc2ccccc2O1 (stereo unspecified)	19	-8	-10	-8	16	-6	2	-2
CCCCC(=O)N1CCCC(c2nc3c(nnn3Cc3cc(C)ccc3C)c(=O)[nH]2)C1 (stereo unspecified)	8	5	4	18	-3	-16	-12	-1
COCCn1c(SCC(=O)NC(=O)NC2CCCCC2)nc2ccccc2c1=O	6	19	6	29	-28	-8	6	1
CCOC(=O)NC(=O)/C(C#N)=C\Nc1ccc(Cl)cc1Cl	-24	-38	-16	-21	-29	19	3	2
N=C(N)SCP(=O)(c1ccccc1)c1ccccc1	3	-6	10	-11	1	26	13	4

Retrieved by structure from the entries so far (2):
SMILES	Jurkat NFkB inh	Gli-Sufu block	UBC13 inh	EBI2 antag	697 NFkB inh	APJ antagonist	CCR6 antagonist	CXCR6 block
Cc1noc(NS(=O)(=O)c2ccc(N/C=C/C(=O)c3ccc4c(c3)OCO4)cc2)c1C	-1	-4	-4	-3	-8	-24	7	-6
N=C(N)SCP(=O)(c1ccccc1)c1ccccc1	3	-6	10	-11	1	26	13	4
